Compound activity (PubChem BioAssay)
HKDC1 inh: inhibitors of human hexokinase HKDC1; Q2TB90; inhibition, % at 20 µM; recombinant HKDC1, G6PDH/diaphorase resazurin coupled fluorescence; AID 493160; 340,000 compounds, 0.16% hits;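 active = inhibition above about 35% when tested at 20 µM, limit read from the data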;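 note: plate controls were DMSO wells with enzyme for no effect and DMSO wells lacking enzyme for full effect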
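Test system: recombinant HKDC1 (HK5) hexokinase enzyme, produced in-house / Doses: 20 µM test compound, 1% DMSO / Timing: 90 min, room temperature / Detection: G6PDH/diaphorase-coupled fluorescence, 1 mM NADP, 100 µM resazurin, 525/613 nm / Control set: DMSO wells with and without enzyme mix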
Jurkat NFkB inh: lowers PMA/ionomycin-induced NF-kB signal in Jurkat cells; PMA/ionomycin-induced NF-kB luciferase reporter, luminescence; inhibition, % at 4 µM; 330,000 compounds, 0.53% hits; AID 435003
Gli-Sufu block: Gli-Sufu pathway antagonism; Sufu-KO-LIGHT fibroblasts, Gli luciferase reporter luminescence; inhibition, % at 5 µM; 340,000 compounds, 0.74% hits; AID 588413;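 active = inhibition above about 55%, limit read from the data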;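 note: 0% = DMSO-treated cells and 100% = wells with medium but no cells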
Apaf-1 inh: human Apaf-1 inhibition; AID 489030; inhibition, % at 20 µM; 330,000 compounds, 0.71% hits; reconstituted apoptosome caspase-3 activity, DEVD-Rh110 fluorescence; active = inhibition of at least 40% at 20 µM;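 note: plate controls were DMSO wells for no effect and DEVD-CHO caspase inhibitor wells for full effect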
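Assay system – apoptosome proteins · Medium – Hepes buffer, pH 7.5 · Also added – cytochrome c with DEVD-Rh110 · Timing – 30 min compound preincubation, 50 min activation, room temperature · Detection – Rh110 fluorescence, excitation 480 nm, emission 540 nm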
697 NFkB inh: lowers PMA/ionomycin-induced NF-kB signal in 697 B cells; inhibition, % at 4 µM; AID 435022; 697 B-cell NF-kB luciferase reporter, 16 h; 330,000 compounds, 0.33% hits; in the data active = inhibition above about 35%
UBC13 inh: human UBC13 polyubiquitination inhibition. UBC13 polyubiquitin chain formation, TR-FRET. inhibition, % at 20 µM. 330,000 compounds, 0.47% hits; in the data active = inhibition above about 45%, passing the limit was not always enough
Target sequence (P61088 whole entry, looked up): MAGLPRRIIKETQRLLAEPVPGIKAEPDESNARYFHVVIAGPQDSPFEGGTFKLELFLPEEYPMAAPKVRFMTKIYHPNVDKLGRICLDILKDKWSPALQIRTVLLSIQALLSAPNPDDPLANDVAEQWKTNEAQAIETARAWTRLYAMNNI
SENP7 block: SENP7 protease inhibition | Q9BQF6 | recombinant SENP7, Z-RLRGG-aminoluciferin luminescence, 40 min | inhibition, % at 5 µM | 330,000 compounds, 1.5% hits | AID 434973;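 active = inhibition above about 50% at the single test dose, limit read from the data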;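 note: plate controls were DMSO with enzyme for no effect and no enzyme buffer wells for full effect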
Target sequence (Q9BQF6 706-1050 limits assumed): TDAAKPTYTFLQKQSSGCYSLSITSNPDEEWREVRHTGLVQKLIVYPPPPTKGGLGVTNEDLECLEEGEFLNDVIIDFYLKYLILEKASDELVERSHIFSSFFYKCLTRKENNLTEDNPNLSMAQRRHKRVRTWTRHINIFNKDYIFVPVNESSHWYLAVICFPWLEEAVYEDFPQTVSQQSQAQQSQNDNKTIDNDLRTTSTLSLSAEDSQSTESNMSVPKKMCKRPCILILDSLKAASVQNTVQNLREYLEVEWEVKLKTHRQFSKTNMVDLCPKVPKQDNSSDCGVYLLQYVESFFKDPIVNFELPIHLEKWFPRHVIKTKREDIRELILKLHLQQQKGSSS
SENP8 inh: SENP8 protease inhibition; Q96LD8; purified SENP8, Z-RLRGG-aminoluciferin cleavage, luminescence; 330,000 compounds, 1.2% hits; inhibition, % at 10 µM
Target sequence (Q96LD8 whole entry, looked up): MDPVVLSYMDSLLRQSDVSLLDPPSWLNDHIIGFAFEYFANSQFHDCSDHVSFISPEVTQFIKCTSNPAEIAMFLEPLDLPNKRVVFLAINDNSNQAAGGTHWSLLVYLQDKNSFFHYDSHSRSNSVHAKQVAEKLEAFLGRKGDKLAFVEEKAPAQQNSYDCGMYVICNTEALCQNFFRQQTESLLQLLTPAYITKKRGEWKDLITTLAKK
An asterisk follows results filed as active; · = not tested or not shown. Cut-off read from the data, not from the text of the source, unless noted: active = inhibition above about 50%; inactive = the rest.

SMILES | HKDC1 inh | Jurkat NFkB inh | Gli-Sufu block | Apaf-1 inh | 697 NFkB inh | UBC13 inh | SENP7 block | SENP8 inh
COc1ccc(CN(C(=O)c2cnccn2)C(C(=O)Nc2ccc(F)cc2)c2ccccc2)cc1 (configuration not stated) | -1 | 3 | 4 | 21 | 18 | 0 | 2 | 8
CCc1ccccc1NC(=S)N(Cc1ccc(OC)cc1)CC1CCC(C(=O)O)CC1 (configuration not stated) | -6 | 7 | 10 | -11 | 2 | 0 | 7 | 3
Cn1nnnc1SCC(=O)N1CCCCC1 | -5 | -2 | -2 | -4 | -4 | -1 | 0 | -3
CC(=O)CC(C)(C)NC(C)=S | 3 | -11 | 1 | -8 | -7 | 5 | 1 | 0
CC1CCN(S(=O)(=O)c2ccc(C(=O)NCc3ccco3)cc2)CC1 | -25 | 1 | 0 | 6 | 12 | -5 | -4 | -10
COc1ccc(NC(=O)CCc2nnc3ccc(N4CCC(C)CC4)nn23)cc1 | 5 | -7 | 10 | 5 | -8 | -6 | 9 | 1
c1ccc(-c2nnc(-c3ccccn3)nn2)nc1 | 12 | -75 | -104 | -27 | -108 | -65 | 11 | 79*
O=C(COC(=O)c1cncc(Br)c1)NCc1ccc(Cl)cc1 | -3 | -4 | 1 | 2 | 3 | -7 | -6 | -5
COc1ccccc1N(CC1CO1)S(=O)(=O)c1ccccc1 (configuration not stated) | 1 | -2 | -22 | 8 | 10 | 0 | -8 | -10
C#Cc1ccc([C@H]2C=C(C(=O)OCC=C)O[C@@H](OCC)[C@@H]2CCCO)cc1 | -2 | 2 | -5 | 18 | 5 | 8 | 3 | -4
O=C(O)C[C@@H](CNC(=O)COc1ccc2ccc(=O)oc2c1)c1ccc(Cl)cc1 | -3 | 14 | 0 | -5 | 3 | 1 | 1 | 6
COc1cc(C(CCN2CCCC(C)C2)c2c(OC)cc(OC)c3c2OC(=O)CC3c2ccc(N(C)C)cc2)cc(OC)c1OC (configuration not stated) | 1 | 2 | 4 | 26 | 15 | 45* | -7 | -9
O=S(=O)(NCC1CCCO1)c1cccc2nsnc12 (configuration not stated) | 3 | 3 | 0 | 5 | 8 | -4 | -10 | 3
CCN1C(=O)C(CC(=O)Nc2ccc(OC)cc2)N(CCCN2CCN(c3ccc(F)cc3)CC2)C1=S (configuration not stated) | 1 | 5 | -18 | 1 | -4 | 3 | 4 | 4
COc1cc2c(cc1OC)[C@@H]1Cc3ccc(OC)c(OC)c3CN1CC2 | -2 | -7 | 9 | 2 | -9 | -5 | 5 | -4
O=C(COC(=O)COc1ccc(Cl)cc1)Nc1ccc(N2CCOCC2)cc1 | -9 | 8 | -2 | -8 | 9 | 0 | 0 | -5
O=[N+]([O-])c1ccc(N2CCN(CC3CCCCC3)CC2)cc1 | 5 | 27 | 44 | 1 | 3 | 5 | -6 | -5
Cc1nc2ccn(Cc3ccccc3)c(=O)c2cc1C(=O)N1CCN(c2ccccc2)CC1 | -1 | 2 | 23 | 22 | -37 | 1 | -17 | -10
O=C(Nc1cc(Sc2nc3ccccc3s2)cc([N+](=O)[O-])c1)c1ccccc1F | 3 | 21 | 10 | 2 | 12 | -4 | 10 | 4
CCCC(C)NC(=O)CN(Cc1ccco1)S(=O)(=O)c1ccccc1 (configuration not stated) | -2 | -8 | 4 | 2 | -16 | -12 | -4 | 10
COc1ccc(-n2cnc3cc(N)ccc32)cc1 | -8 | -37 | -36 | -5 | -61 | 1 | -12 | -2
COc1ccc(C(=O)Oc2cc(C(=S)N3CCOCC3)ccc2OC)cc1 | -5 | 5 | -12 | 8 | 2 | 4 | -6 | -4
CCn1ncc(CNC(=O)CCSc2nc(-c3ccco3)cc(C(F)(F)F)n2)c1C | 0 | -1 | 6 | -3 | 0 | -5 | -4 | -11
COc1ccc([N+](=O)[O-])cc1NC(=O)C(C)OC(=O)Cn1[nH]c(=O)c2ccccc2c1=O (configuration not stated) | -8 | 13 | -4 | -17 | 5 | -1 | 7 | -1
Cc1ccc(NC(=O)CN(C)S(=O)(=O)c2cccc3cccnc23)c(C)c1 | -5 | 0 | 11 | 15 | -1 | -9 | -2 | -4
Carrying on.
SMILES | HKDC1 inh | Jurkat NFkB inh | Gli-Sufu block | Apaf-1 inh | 697 NFkB inh | UBC13 inh | SENP7 block | SENP8 inh
O=C1CCC(=O)N1c1ccc(-c2nc3ccccc3s2)cc1 | 0 | -33 | -42 | 10 | -187 | -2 | 94* | 70*
CN(Cc1ccccc1N1CCCC1)C(=O)c1cc2cc(Cl)ccc2o1 | 7 | 12 | 1 | 18 | 10 | 9 | 10 | 5
CCC(C(=O)N1CCOCC1)n1c(C(=O)OC)cc2occc21 (configuration not stated) | -1 | 7 | 3 | -14 | 4 | 6 | 3 | -1
CCOc1ccccc1NC(=O)CSc1nc(N)c(C#N)cc1C#N | 3 | -7 | 7 | 3 | -12 | 12 | 7 | 3
CCCc1nnc(NC(=O)CCC(=O)N2CCN(C3CCCC3)CC2)s1 | -7 | -7 | -8 | 4 | -15 | -3 | 3 | -6
CC1CCCN(c2c3c(nc4ccccc24)CCCC3)C1 (configuration not stated) | 0 | 1 | 24 | 13 | -20 | 6 | 8 | 16
CCCC1(c2ccccc2)NC(=O)N(CC(=O)NCC2COc3ccccc3O2)C1=O (configuration not stated) | -4 | 8 | 2 | 4 | 7 | -4 | 0 | 4
Cc1nnc(SCC(=O)Nc2nc(C(C)(C)C)cs2)s1 | 4 | -4 | -8 | 10 | -14 | -1 | 0 | 0
COc1ccc(NC(=O)Cn2cnc3c(oc4nc5c(cc43)COC(C)(C)C5)c2=O)cc1 | -5 | -6 | -5 | -22 | 16 | 3 | -3 | 6
CCCCCCC1(C)NC(=S)N(c2ccccc2)N1 (configuration not stated) | -6 | -7 | 3 | -3 | 13 | 3 | 3 | 4
Cc1nc(SCc2ccc(Cl)c(Cl)c2)n[nH]1 | -5 | -6 | -12 | -8 | -26 | 9 | -1 | -12
S=C(NCC1CCCO1)Nc1cc(Cl)c(Cl)cc1Cl (configuration not stated) | 4 | 7 | 3 | 12 | -1 | 1 | 2 | -9
COc1ccc(-c2cc(C(=O)N(C)Cc3cccc(OC)c3OC)c3ccccc3n2)cc1OC | -4 | -9 | 33 | 15 | 0 | 7 | 7 | 0
CCc1nc2c(oc3ccccc32)c(=O)[nH]1 | -3 | -2 | -4 | -3 | 3 | -1 | 1 | -6
CC1(C)Cc2cccc(OCC(=O)NC3CC3)c2O1 | -4 | 1 | 7 | 2 | 30 | 12 | 1 | 3
CCOC(=O)C1(Cc2cccc(F)c2)CCN(C(=O)c2cnccn2)CC1 | -13 | -12 | 10 | 8 | -7 | -1 | -10 | -3
O=C(CCc1nc(-c2ccccc2)no1)NCc1ccccc1CN1CCOCC1 | -1 | -3 | 7 | 10 | -11 | -6 | -7 | -12
Cc1ccccc1NC(=O)N1CCCC1C(=O)NCc1ccccc1 (configuration not stated) | -6 | 19 | 5 | -18 | 9 | -1 | 0 | 5
C/C(=N\NC(=O)c1ccc2c(c1)OCO2)c1ccc(NS(C)(=O)=O)cc1 | 0 | -6 | -2 | 2 | -14 | -8 | -5 | -11
Oc1ccc(/C=N/n2cc(-c3ccccc3)[nH]c2=S)cc1 | -1 | -38 | -18 | 11 | -10 | -9 | -7 | -12
CC1CCN(Cc2nnnn2CCCC(=O)NCCc2cnn(C)c2)CC1 | -9 | 20 | 2 | -3 | -5 | 2 | 3 | 3
CCc1cccc2c(/C=N/NC(=O)c3cccc(S(=O)(=O)Nc4ccccc4Cl)c3)c[nH]c12 | -3 | 13 | 9 | 10 | -5 | 7 | 0 | -1
CN(CCCC(=O)Nc1ccccc1)S(=O)(=O)c1ccc(Cl)cc1 | -3 | 4 | -28 | 13 | 20 | -3 | -1 | -3
CCOc1c(OC)ccc2c3c(c(=O)oc12)CCCC3 | -4 | 9 | -2 | -9 | 29 | 16 | 1 | 1
Cc1ccc(/C=C/C(=O)OCC(=O)NCc2cccs2)o1 | -4 | 1 | 0 | -6 | 3 | 1 | -4 | 3

Molecules from the list above containing a nitro group on carbon:
SMILES | HKDC1 inh | Jurkat NFkB inh | Gli-Sufu block | Apaf-1 inh | 697 NFkB inh | UBC13 inh | SENP7 block | SENP8 inh
O=[N+]([O-])c1ccc(N2CCN(CC3CCCCC3)CC2)cc1 | 5 | 27 | 44 | 1 | 3 | 5 | -6 | -5
O=C(Nc1cc(Sc2nc3ccccc3s2)cc([N+](=O)[O-])c1)c1ccccc1F | 3 | 21 | 10 | 2 | 12 | -4 | 10 | 4
COc1ccc([N+](=O)[O-])cc1NC(=O)C(C)OC(=O)Cn1[nH]c(=O)c2ccccc2c1=O (configuration not stated) | -8 | 13 | -4 | -17 | 5 | -1 | 7 | -1

The results go on.
SMILES | HKDC1 inh | Jurkat NFkB inh | Gli-Sufu block | Apaf-1 inh | 697 NFkB inh | UBC13 inh | SENP7 block | SENP8 inh
Cc1cc(NC(=O)c2cnn3cccnc23)nn1CC(=O)Nc1cccnc1 | 2 | -3 | -3 | -5 | 9 | -4 | 3 | 0
O=C(NCCc1ccccc1)c1ccc(NCC2CCCO2)c([N+](=O)[O-])c1 (configuration not stated) | 6 | -60 | 5 | 2 | -33 | -32 | -7 | -12
CCN(C(=O)c1c(C)noc1C)c1c(N)n(Cc2ccccc2)c(=O)[nH]c1=O | -1 | -7 | -1 | -3 | 19 | 8 | -3 | 8
COc1ccc2c(c1)c(=O)oc1c(C)c(OCC(=O)N3CCc4ccccc4C3)ccc12 | 0 | -6 | 21 | 33 | -4 | 36 | 4 | -1
CC(C)C(=O)Nc1cc(-c2nc3ncccc3o2)ccc1Cl | 2 | 18 | 18 | -7 | 12 | 4 | -8 | -7
N#Cc1nc(-c2ccco2)oc1N1CCC(C(N)=O)CC1 | -3 | 1 | 0 | 1 | -10 | 16 | 0 | 3
Cn1cnnc1SCC(=O)NC1CCCCC1 | -1 | 9 | · | -7 | 19 | 4 | 7 | -2
CCOc1ccc(CC(=O)NCCc2cnc[nH]2)cc1 | -2 | -5 | -30 | 1 | 8 | 2 | 2 | 1
O=C1c2ccccc2C(=O)N1CC(O)COc1ccccc1Cl (configuration not stated) | -8 | 11 | 28 | 2 | -16 | 2 | 3 | 6
COC(=O)c1ccc(N(CC(=O)NC2CCCC2)C(=O)CNC(=O)c2ccco2)cc1 | -5 | -2 | -9 | -3 | 0 | 3 | 5 | 0
COc1cc(NC(=O)c2cc(-c3ccccc3)nc3c2cnn3C(C)C)cc(OC)c1OC | 11 | -11 | 16 | 22 | 15 | -3 | -3 | -4
CCc1ccc(NC(=O)c2ccc(C3SCC(=O)N3CCc3ccccc3)cc2)cc1 (configuration not stated) | -5 | 21 | 6 | 20 | -53 | 2 | 0 | 6
CCCCN(C)CCC(=O)Nc1ccc(F)c(F)c1 | 15 | -1 | 0 | 2 | 2 | 4 | 5 | -3
CCn1cc(S(=O)(=O)c2ccccc2)c(=O)c2cc(F)c(N3CCN(C)CC3)cc21 | -5 | 5 | 1 | 1 | -13 | 2 | 3 | 4
CCOc1ccccc1Nc1ccc2nonc2c1[N+](=O)[O-] | 3 | 14 | 4 | 4 | 14 | -36 | -3 | -2
O=C(COC(=O)/C=C/c1cccc(Cl)c1)NC1CC1 | -1 | -10 | -6 | -13 | 16 | 3 | 3 | -2
Cc1ccc(NC(=O)Nc2cnccn2)cc1Cl | 0 | -22 | -40 | 4 | -17 | -1 | 9 | -2

Some entries already given, reduced to SENP7 block and 697 NFkB inh.
Molecule,SENP7 block,697 NFkB inh
O=C(COC(=O)COc1ccc(Cl)cc1)Nc1ccc(N2CCOCC2)cc1,0,9
O=[N+]([O-])c1ccc(N2CCN(CC3CCCCC3)CC2)cc1,-6,3
Cc1nc2ccn(Cc3ccccc3)c(=O)c2cc1C(=O)N1CCN(c2ccccc2)CC1,-17,-37
O=C(Nc1cc(Sc2nc3ccccc3s2)cc([N+](=O)[O-])c1)c1ccccc1F,10,12
CCCC(C)NC(=O)CN(Cc1ccco1)S(=O)(=O)c1ccccc1 (configuration not stated),-4,-16
